Screening data (PubChem)
TWEAK-Fn14 inh – blocks TWEAK-Fn14 interaction in a reporter cell assay; TWEAK-stimulated Fn14 reporter cells, luciferase luminescence, 8 h; inhibition, % at 10 µM; 360,000 tested, 2% active; AID 1159606; in the data active means inhibition above about 50%
C8 TRAIL sens – caspase-8 TRAIL sensitization; NB7+C8 cells + TRAIL, ATPlite viability luminescence; inhibition (viability loss, TRAIL sensitization), % at 10 µM; 360,000 tested, 1% active;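 active means compounds causing at least 50% loss of cell viability in the single-dose screen, relative to plate controls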
NCOA3 inh – inhibits human SRC3 coactivator. Q9Y6Q9. HEK293 GAL4-SRC3 luciferase reporter, luminescence. inhibition, % at 3.6 µM. 360,000 tested, 0.17% active. AID 588352;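 active means inhibition above a per-campaign cutoff, the mean of all compounds plus 3 SD, cut at about 60% in these data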;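 further: 0% = DMSO-treated cells and 100% = gossypol-treated cells at 36 µM; higher means less SRC3-driven luciferase light from the GAL4 reporter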
Target sequence (Q9Y6Q9 whole entry, looked up, the tested form may be a part): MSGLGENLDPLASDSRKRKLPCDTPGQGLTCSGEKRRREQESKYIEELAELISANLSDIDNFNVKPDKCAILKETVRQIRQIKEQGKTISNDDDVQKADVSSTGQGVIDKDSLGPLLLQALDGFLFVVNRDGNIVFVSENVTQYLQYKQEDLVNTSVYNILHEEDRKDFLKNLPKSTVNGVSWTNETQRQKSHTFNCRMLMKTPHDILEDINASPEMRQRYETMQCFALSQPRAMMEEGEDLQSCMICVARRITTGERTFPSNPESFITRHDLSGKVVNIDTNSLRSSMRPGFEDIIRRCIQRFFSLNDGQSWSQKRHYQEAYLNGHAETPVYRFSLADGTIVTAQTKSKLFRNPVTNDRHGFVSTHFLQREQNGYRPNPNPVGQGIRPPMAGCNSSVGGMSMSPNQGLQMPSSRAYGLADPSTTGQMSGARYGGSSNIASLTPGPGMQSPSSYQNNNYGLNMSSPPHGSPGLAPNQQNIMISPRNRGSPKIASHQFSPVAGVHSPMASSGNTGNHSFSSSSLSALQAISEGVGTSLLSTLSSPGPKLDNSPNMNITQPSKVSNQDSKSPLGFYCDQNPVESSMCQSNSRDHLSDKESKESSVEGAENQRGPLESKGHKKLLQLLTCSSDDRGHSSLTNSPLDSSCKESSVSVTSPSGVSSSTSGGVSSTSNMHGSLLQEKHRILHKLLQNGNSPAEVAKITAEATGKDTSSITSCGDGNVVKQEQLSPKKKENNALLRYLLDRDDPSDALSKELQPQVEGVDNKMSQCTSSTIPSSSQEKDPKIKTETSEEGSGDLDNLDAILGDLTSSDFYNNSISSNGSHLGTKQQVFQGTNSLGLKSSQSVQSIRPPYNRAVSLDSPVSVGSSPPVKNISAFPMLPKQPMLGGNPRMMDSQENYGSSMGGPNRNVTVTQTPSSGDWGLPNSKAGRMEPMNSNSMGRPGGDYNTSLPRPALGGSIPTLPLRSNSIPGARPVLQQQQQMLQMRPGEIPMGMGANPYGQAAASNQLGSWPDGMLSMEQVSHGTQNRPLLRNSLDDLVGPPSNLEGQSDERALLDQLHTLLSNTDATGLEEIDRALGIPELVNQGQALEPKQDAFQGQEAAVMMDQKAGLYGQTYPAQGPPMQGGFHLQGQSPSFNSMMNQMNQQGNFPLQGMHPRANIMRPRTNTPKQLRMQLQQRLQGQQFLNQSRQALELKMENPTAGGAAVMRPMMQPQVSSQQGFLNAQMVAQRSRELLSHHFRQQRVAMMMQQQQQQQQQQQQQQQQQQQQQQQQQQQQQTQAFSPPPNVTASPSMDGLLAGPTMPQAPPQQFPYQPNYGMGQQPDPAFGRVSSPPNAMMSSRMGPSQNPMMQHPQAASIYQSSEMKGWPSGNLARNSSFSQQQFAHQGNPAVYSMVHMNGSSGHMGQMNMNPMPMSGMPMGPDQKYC
LRH-1 inv ag – suppresses constitutive activity of human LRH-1; inhibition, % at 3.6 µM; O00482; 360,000 tested, 0.13% active; HEK293T StAR-luciferase reporter, LRH-1 transfected, 24 h; AID 602396;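 active means inhibition above the mean inhibition of all tested compounds plus 3 SD, cut at about 73% in these data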;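 further: 0% = DMSO wells and 100% = reporter-only cells lacking LRH-1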
CF NFkB inh – inhibitors of cystic fibrosis induced NF-kB; KKLEB NF-kB-GFP reporter, PAF-induced, GFP fluorescence overnight; inhibition, % at 5 µM; 360,000 tested, 0.86% active; AID 588850;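 active means at least 50% inhibition at 5 µM, scaled per plate between neutral and stimulator controls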;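 further: PAF is a Pseudomonas aeruginosa culture filtrate used as stimulus; plate controls were PAF-stimulated DMSO wells for no effect and unstimulated DMSO wells for full effect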
TROY NFkB inh – inhibitors of TROY-dependent NF-kB signaling; Q293 LMP1-TROYcd NF-kB luciferase reporter, 4 h; inhibition, % at 10 µM; 360,000 tested, 0.98% active;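 active means compounds whose plate-normalised and pattern-corrected inhibition of the luciferase reporter signal at the single screening dose is 50% or more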
Shn3 3UTR inh – reduces Shn3 3'UTR luciferase signal in osteoblasts. Clone20 osteoblast Shn3 3'UTR firefly luciferase, 24 h. AID 588674. 360,000 tested, 0.52% active. inhibition, % at 12.5 µM;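 active means mean inhibition of at least 75% with every replicate also reaching 75%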;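 further: 0% = median of neutral control wells and 100% = pilot-screen positive control compound; some compounds past the cut are filed as inactive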
COUP-TFII inh – inhibitors of human COUP-TFII (NR2F2); 370,000 tested, 0.7% active; HEK293T NGFI-A luciferase reporter, luminescence; inhibition, % at 8.6 µM; P24468; AID 686940;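 active means inhibition above a per-plate cutoff, mean inhibition of test wells between control levels plus 3 SD, cut at about 38% in these data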;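 further: cells cotransfected with COUP-TFII expression vector driving the NGFI-A reporter; 0% = median of COUP-TF2 test wells and 100% = reporter-only cells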
LMP1 NFkB inh – reduces LMP1-driven NF-kappaB luciferase signal. LMP1-induced NF-kappaB luciferase reporter cells, luminescence. inhibition, % at 12.5 µM. 350,000 tested, 0.69% active. AID 504558; in the data active means inhibition above about 41%;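 further: 0% = neutral control wells and 100% = reference inhibitor control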
NCOA1 inh – human NCOA1 inhibition; HEK293 GAL4-SRC1 luciferase reporter, luminescence; inhibition, % at 3.6 µM; 360,000 tested, 0.12% active; AID 588354;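 active means inhibition above the campaign mean plus 3 SD, with each screening campaign given its own cutoff, cut at about 60% in these data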;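 further: 0% = DMSO treated cells and 100% = gossypol at 36 µM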
KKLEB tox – CF airway cell cytotoxicity counter-screen; 360,000 tested, 0.36% active; activity change (cytotoxicity), % at 5 µM; KKLEB CF airway cells viability, ATPlite luminescence, overnight; active compounds read low; cells stimulated with P. aeruginosa culture filtrate; AID 602141;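 active means corrected activity change at or below -50% at 5 µM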
* hit, by the source's call; nt = not tested or not shown.

| Structure | TWEAK-Fn14 inh | C8 TRAIL sens | NCOA3 inh | LRH-1 inv ag | CF NFkB inh | TROY NFkB inh | Shn3 3UTR inh | COUP-TFII inh | LMP1 NFkB inh | NCOA1 inh | KKLEB tox |
| --- | --- | --- | --- | --- | --- | --- | --- | --- | --- | --- | --- |
| C/C(Cn1nnc([N+](=O)[O-])n1)=N\NC(=O)c1ccc(Cl)c(Cl)c1 | 4 | 21 | 9 | 13 | -19 | 16 | 3 | 4 | -37 | 1 | -5 |
| CCc1nc2ccc(C(=O)Nc3ccc(OC)c(OC)c3)cn2c1N(C)Cc1ccc(N(C)C)cc1 | -23 | -3 | -35 | 17 | 10 | 4 | 3 | 4 | nt | 2 | 2 |
| Cc1ccc(C(C(=O)NC(C)(C)C)N(Cc2ccco2)C(=O)CCC(=O)Nc2ccccn2)cc1 (stereo unspecified) | 36 | 0 | 19 | 2 | 7 | 8 | 14 | 9 | 3 | 2 | 5 |
| Nc1ccc(S(=O)(=O)NC2(C(F)(F)F)NC(=O)N(c3ccccc3F)C2=O)cc1 (stereo unspecified) | 20 | -7 | 3 | 20 | -4 | -12 | -19 | 11 | -5 | 7 | -7 |
| Cc1ccc(-c2cc(C(=O)N/N=C/c3cccnc3)n[nH]2)o1 | -7 | 5 | 15 | -8 | 1 | -8 | -23 | 3 | 17 | 2 | 16 |
| O=C(Nc1ccc(F)cc1F)NC1CCN(Cc2c(F)cccc2Cl)CC1 | 2 | 28 | 6 | 8 | 6 | 11 | 3 | 3 | -4 | -1 | 5 |
| CCOC(=O)C1CCCN(c2c(NCC3CCCO3)c(=O)c2=O)C1 (stereo unspecified) | 6 | -5 | -1 | 13 | -7 | 10 | -14 | 10 | -12 | 12 | 7 |
| Cc1csc(/N=C/c2ccc([N+](=O)[O-])cc2)n1 | -21 | 9 | -7 | 4 | -50 | -5 | -1 | -2 | -4 | -26 | 0 |
| COc1ccc(CNC(=O)COc2ccc(C(=O)c3ccc(F)cc3)cc2)cc1 | 28 | 4 | 4 | 19 | 22 | 11 | -10 | 5 | -3 | -10 | -18 |
| S=C1SCN(Cc2cccnc2)CN1Cc1cccnc1 | -1 | 13 | 19 | 6 | 17 | -11 | -5 | -2 | 20 | 8 | 0 |
| CCC1CCCCN1CC(=O)Nc1ccc2c(c1)OCCO2 (stereo unspecified) | 21 | -6 | -10 | -21 | 6 | -16 | -63 | -47 | -8 | -64 | 2 |
| Cc1ccc(C2CC(c3cccs3)=NN2S(=O)(=O)c2ccc(C)cc2)cc1 (stereo unspecified) | 2 | 4 | -2 | -4 | 18 | -17 | 3 | -11 | -7 | 3 | 5 |
| CCCCOc1ccc([N+](=O)[O-])cc1C(=O)O | 34 | 6 | 12 | 8 | -13 | 15 | -11 | 21 | 5 | -6 | -9 |
| Cc1cc(O)cc(C)c1NS(=O)(=O)c1ccc2ccccc2c1 | -6 | 4 | 9 | 25 | 6 | 17 | 45 | 10 | 7 | 4 | -11 |
| S=C(Nc1ccc2c(c1)OCCO2)Nc1ccccc1Cl | 16 | 4 | -26 | -8 | -37 | -15 | -12 | -6 | 1 | -78 | 5 |
| COc1cccc(-c2nc(=S)c3c(n2CCCO)CCCC3)c1 | 11 | -9 | 4 | 19 | -18 | -6 | 37 | 5 | 10 | 3 | 3 |
| CCOc1ccc(C(=O)Nc2ccc(N3CCN(C)CC3)cc2)cc1[N+](=O)[O-] | -18 | 6 | 8 | -2 | -8 | 3 | 3 | 23 | -2 | 7 | -6 |
| COCCNC(=O)c1ccc(N(C)S(=O)(=O)c2ccc(OC)c(OC)c2)cc1 | 12 | -1 | 17 | 8 | 5 | -12 | -12 | -4 | -2 | -2 | -5 |
| COc1ccc2nc3oc(C(=O)N4CC(C)CC(C)C4)cc3cc2c1 (stereo unspecified) | -28 | 18 | -44 | -30 | -3 | -74 | -25 | nt | -6 | -11 | 3 |
| Cc1sc2c(c1C)C(O)=C(C(=O)Nc1ccccc1)S(=O)(=O)N2C | -9 | 3 | -1 | 8 | -8 | 11 | 16 | -7 | 1 | -10 | -8 |
| CCOc1ccc(NC(=O)CCS(=O)(=O)c2ccc(Br)cc2)cc1 | 12 | -16 | 4 | -2 | 9 | 14 | -14 | 12 | -10 | -7 | -4 |
| CN(C)C(=O)C1C2NC(=S)N(c3ccccc3)C1(C)Oc1ccccc12 (stereo unspecified) | 2 | -14 | 19 | 3 | -4 | 5 | -8 | 15 | -1 | 4 | 3 |
| CCc1ccc(CNC(=O)CCS(=O)(=O)Cc2ccc(C)cc2)cc1 | -6 | 8 | 6 | 8 | -14 | -23 | 3 | 3 | 1 | -2 | 1 |
| Cc1cc(C(=O)N(C2CCCCC2)C2CCCCC2)no1 | 15 | 5 | -1 | 9 | -15 | 14 | 7 | 9 | -2 | 4 | -10 |
| Cc1cccc(C(=O)NCC(=O)NNC(=O)c2ccccc2O)c1 | 11 | 1 | 2 | -27 | -30 | -2 | -29 | 12 | -4 | -25 | 35 |

Four of the entries above in order of their number in TWEAK-Fn14 inh, low to high.
| Molecule | TWEAK-Fn14 inh |
| --- | --- |
| COc1ccc2nc3oc(C(=O)N4CC(C)CC(C)C4)cc3cc2c1 (stereo unspecified) | -28 |
| Cc1sc2c(c1C)C(O)=C(C(=O)Nc1ccccc1)S(=O)(=O)N2C | -9 |
| COc1cccc(-c2nc(=S)c3c(n2CCCO)CCCC3)c1 | 11 |
| Nc1ccc(S(=O)(=O)NC2(C(F)(F)F)NC(=O)N(c3ccccc3F)C2=O)cc1 (stereo unspecified) | 20 |

Next compounds follow:
| Structure | TWEAK-Fn14 inh | C8 TRAIL sens | NCOA3 inh | LRH-1 inv ag | CF NFkB inh | TROY NFkB inh | Shn3 3UTR inh | COUP-TFII inh | LMP1 NFkB inh | NCOA1 inh | KKLEB tox |
| --- | --- | --- | --- | --- | --- | --- | --- | --- | --- | --- | --- |
| C=CCn1c(CSc2nc3ccccc3s2)nnc1SCC(=O)NCc1cccnc1 | 6 | 2 | 18 | 13 | 17 | 6 | 10 | 11 | 6 | -15 | 5 |
| C=CCn1c(SCC(=O)c2[nH]c(C)c(C(=O)OCC)c2C)nc2scc(-c3ccccc3)c2c1=O | -36 | 14 | 17 | 4 | 16 | 11 | 43 | 5 | -7 | 17 | -9 |
| Cc1ccc(S(=O)(=O)N2CCN(C(=O)CCC(=O)NC3CCCc4ccccc43)CC2)cc1 (stereo unspecified) | 0 | -20 | 12 | 10 | 2 | 14 | 38 | 6 | 3 | -19 | 2 |
| Cc1cccc(NC(=S)NCc2ccccn2)c1 | -10 | -16 | -1 | -30 | -2 | -39 | -19 | 3 | -18 | -23 | 1 |
| CC1(c2cccc(Br)c2)NC(=O)N(CC(=O)c2ccc3c(c2)OCCO3)C1=O (stereo unspecified) | -2 | -14 | 0 | -38 | 4 | 4 | -10 | -3 | -1 | 7 | -2 |
| CS(=O)(=O)N(Cc1ccccc1Cl)c1ccc(C(=O)N2CCCC2)cc1 | -12 | -8 | 7 | 7 | -3 | 16 | 4 | 0 | 9 | 0 | -8 |
| O=C(CCCn1c(=O)[nH]c2ccsc2c1=O)N1CCN(c2ccccn2)CC1 | 8 | -6 | -9 | -11 | -5 | 5 | -11 | 21 | 2 | 3 | -1 |
| Cc1ccccc1CNC(=O)CC1C(=O)NCCN1Cc1c(F)cccc1Cl (stereo unspecified) | 10 | 1 | 10 | -2 | 1 | 14 | 1 | 13 | -7 | -10 | 4 |
| COc1ccccc1C(O)(C(=O)NNc1ccccc1C)c1ccccc1OC | -14 | -1 | 9 | -1 | 7 | -14 | 5 | 7 | 7 | 0 | 7 |
| Cc1ccc(CN2CC(=O)N3[C@H]4c5ccccc5OC[C@@H]4[C@H](c4ccccc4)[C@]3(C)C2=O)cc1 | -5 | 7 | -1 | 6 | 21 | -16 | 2 | 7 | 2 | -22 | -23 |
| CCOc1ccc(S(=O)(=O)N2CCCCC2)cc1NC(=O)c1cccnc1OCC | -35 | 17 | -12 | 5 | -2 | -2 | 13 | 12 | -1 | -3 | 8 |
| COc1cc(C(C)=O)ccc1OCC(=O)Nc1cc(Cl)ccc1-n1cncn1 | -30 | 3 | 7 | -2 | 3 | 21 | 8 | 7 | 4 | -12 | -18 |
| Cc1ccc(NC(=O)C(NC2CCCc3ccccc32)c2ccccc2)c([N+](=O)[O-])c1 (stereo unspecified) | -2 | 22 | -62 | -85 | -6 | -15 | -16 | -9 | -4 | -72 | 5 |
| O=C(/C=C/c1ccc2c(c1)OCO2)N1CCCCC1 | -6 | 12 | -91 | -70 | 5 | -38 | -112 | -34 | 2 | -96 | 0 |
| [O-]C1=N/[N+](=C/c2ccccc2Cl)CC1 | 6 | -2 | -9 | 17 | -16 | -3 | -20 | -6 | 2 | 5 | -9 |
| CN(CC(=O)Nc1cccc(F)c1)CC(=O)Nc1cccc(S(=O)(=O)N2CCCCC2)c1 | 13 | 11 | 6 | 14 | -12 | 14 | 39 | 21 | -3 | 2 | 5 |
| Cc1c(C(=O)N(Cc2cccc(Br)c2)C2CCS(=O)(=O)C2)oc2ccc(F)cc12 (stereo unspecified) | 16 | 9 | -2 | -3 | 4 | 7 | -13 | 8 | 4 | 4 | -13 |
| CCOc1ccc(C(=O)OCCCN(C)C)cc1 | -5 | -1 | 6 | 5 | -8 | 12 | -13 | 3 | -3 | -1 | 3 |
| Cc1ccc(CNC(=O)C2CC(=O)N(C3CCCC3)C2)cc1 (stereo unspecified) | -11 | -16 | 5 | -14 | 6 | 4 | 11 | -19 | 0 | 8 | -7 |
| O=C1C(Cc2ccc(O)cc2)NC(=S)N1Cc1ccccc1 (stereo unspecified) | -7 | -5 | 13 | -12 | 23 | 7 | 9 | 11 | 1 | 5 | 7 |

Three structures out of the list, ordered by formula weight, ascending.
| Structure | TWEAK-Fn14 inh | C8 TRAIL sens | NCOA3 inh | LRH-1 inv ag | CF NFkB inh | TROY NFkB inh | Shn3 3UTR inh | COUP-TFII inh | LMP1 NFkB inh | NCOA1 inh | KKLEB tox |
| --- | --- | --- | --- | --- | --- | --- | --- | --- | --- | --- | --- |
| CCOc1ccc(C(=O)OCCCN(C)C)cc1 | -5 | -1 | 6 | 5 | -8 | 12 | -13 | 3 | -3 | -1 | 3 |
| CC1(c2cccc(Br)c2)NC(=O)N(CC(=O)c2ccc3c(c2)OCCO3)C1=O (stereo unspecified) | -2 | -14 | 0 | -38 | 4 | 4 | -10 | -3 | -1 | 7 | -2 |
| Cc1ccc(CN2CC(=O)N3[C@H]4c5ccccc5OC[C@@H]4[C@H](c4ccccc4)[C@]3(C)C2=O)cc1 | -5 | 7 | -1 | 6 | 21 | -16 | 2 | 7 | 2 | -22 | -23 |

4 compounds from above with just TROY NFkB inh, LMP1 NFkB inh and LRH-1 inv ag:
SMILES | TROY NFkB inh | LMP1 NFkB inh | LRH-1 inv ag
O=C1C(Cc2ccc(O)cc2)NC(=S)N1Cc1ccccc1 (stereo unspecified) | 7 | 1 | -12
Cc1ccc(CNC(=O)C2CC(=O)N(C3CCCC3)C2)cc1 (stereo unspecified) | 4 | 0 | -14
Cc1ccc(NC(=O)C(NC2CCCc3ccccc32)c2ccccc2)c([N+](=O)[O-])c1 (stereo unspecified) | -15 | -4 | -85
Cc1cccc(NC(=S)NCc2ccccn2)c1 | -39 | -18 | -30

A portion of the library. The share of hits here may be higher or lower than overall.
